Nrf2 ARE act = Nrf2 pathway activation; 410,000 compounds, 0.31% hits; AREc32 ARE-luciferase reporter (MCF7-derived line), luminescence, 24 h; Potency, µM (top dose mostly 46.1 µM), inactives show top-dose activation, actives largely listed as activators; also: potency is read from the fitted curve at half-maximal effect; % of control where 0% means no effect; nearly all actives have a fitted effect of over 65% in size
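ARE activation measured as luciferase luminescence (Steady-Glo, 30 min RT) in AREc32_Fluc cells after 24 hr compound exposure at 37 deg C, 5% CO2; cells seeded overnight at 1000/well in OPTI-MEM, 5% FBS.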
CCT modulator = cytosolic chaperonin activity modulation; purified chaperonin ATPase assay, HTRF ADP detection, 30 min; activity change, % (concentration not given with the values), hits read low; 360,000 compounds, 0.3% hits; in the data active = activity change below about -30%; also: % is scaled to controls: 0 for no effect and ±100 for the full control effect
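We incubate TRiC, 40 or 20 nM final, with library compounds at 76 uM and 10 uM ATP for 30 min at 37 °C. ADP formed is detected with Transcreener HTRF reagents after 30 min at room temperature.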
Nrf2 block = Nrf2 pathway inhibition; A549 ARE-Fluc reporter, luciferase luminescence, 18-24 h; Potency, µM (doses to about 46 µM), inactives show at the highest dose activity change, negative = inhibition, most hits filed as inhibitors; 360,000 compounds, 2.1% hits; also: potency is read from the fitted curve at half-maximal effect; % is scaled to controls: 0 for no effect and ±100 for the full control effect; nearly all actives have a fitted effect of over 60% in size
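A549 ARE_Fluc cells (5000/well, 5% FBS OPTI-MEM) pre-incubated 2 h, then treated with compounds 18-24 h at 37C/5% CO2 in concentration-response. CellTiter-Fluor viability read first; BugLite luciferase luminescence after 15 min at room temperature gives Nrf2 activity.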
TGFb SMAD3 inh = blocks TGF-b signaling | HepG2 CAGA-GFP TGF-b/SMAD3 reporter, GFP fluorescence, 18 h; TGF-beta stimulated, 500 pg/mL final | Potency, µM (series often up to 46.1 µM), inactives show top-dose activity, negative = inhibition, most hits filed as inhibitors | 410,000 compounds, 1.2% hits | AID 588855; also: potency is read from the fitted curve at half-maximal effect; % is scaled to controls: 0 for no effect and ±100 for the full control effect; nearly all actives have a fitted effect of over 65% in size
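Per well, imaged GFP fluorescence of HEPG2 CAGA-GFP cells gives the signal; cells get compound, then TGF-beta (500 pg/mL final), 18 h at 37 degrees C; %Activity versus -TGF-beta and +DMSO controls.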
Abeta rescue = compounds reversing amyloid beta toxicity in yeast; yeast expressing A-beta42, growth rescue, OD600, 48 h; response scale: 0% DMSO, 100% iron-clioquinol control; Potency, µM (series often up to 46.1 µM), without a hit: top-dose growth rescue, hits mostly activators; 410,000 compounds, 0.063% hits; also: potency is read from the fitted curve at half-maximal effect; nearly all actives have a fitted effect of over 55% in size
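Yeast growth medium received pinned compounds, then yeast cells expressing toxic A-beta were added; plates incubated at 30 C for 48 hr. Growth read as absorbance at 600 nm, normalized to DMSO and equimolar FeCl3 plus clioquinol controls.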
HepG2 viability = kills HepG2 cells in TGF-b inhibitor counter-screen | HepG2 CAGA-GFP viability, ATP luminescence, 18 h | Potency, µM (doses to about 46.1 µM), for the others: at the top dose activity change, negative = cytotoxicity, most hits filed as cytotoxic | 410,000 compounds, 0.76% hits | AID 588856; also: potency is read from the fitted curve at half-maximal effect; some results filed as inactive show a strong effect at the top dose
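HepG2 CAGA-GFP cells (1000/well, DMEM with 1% FBS) received compound, then TGF-beta at 500 pg/mL final, and were incubated 18 hours at 37 degrees C. Viability was read by CellTiter-Glo luminescence. Media-only wells were set as complete cell-killing and DMSO as no toxicity.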
Mm-Cpn inhibitor = inhibitors of Methanococcus maripaludis chaperonin (MmCpn). AID 504842. Potency, µM (doses to about 76.9 µM), for inactives: at the highest dose activity, negative = inhibition, most hits filed as inhibitors. purified Mm-Cpn ATPase, ADP Transcreener TR-FRET. 330,000 compounds, 0.031% hits; also: potency is read from the fitted curve at half-maximal effect; % is scaled to controls: 0 for no effect and ±100 for the full control effect; nearly all actives have a fitted effect of over 80% in size
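Eu-cryptate anti-ADP/ADP-d2 competition gives a ratio inversely related to ADP. Enzyme at 25 nM was pre-exposed to compound for 10 min, then given 10 uM ATP for 30 min, 37°C throughout.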
pAkt inh = Akt phosphorylation inhibition; AID 651550; activity change, % for hits at 50 µM; 360,000 compounds, 0.32% hits; Neuro2A IGF-stimulated pAkt S473 HTRF, 20 min; active compounds read low; in the data active = activity change below about -80%; inconclusive = mostly about -51% to -80%; also: % is scaled to controls: 0 for no effect and ±100 for the full control effect
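Single-point screen (50 µM final compound) in Neuro2A cells stimulated 20 min with 6 nM IGF at 37 deg C. After lysis, Ser473-phosphorylated Akt read by HTRF (ex 330 nm, em 615/665 nm) as the 665/615 ratio.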
A549 viability = kills or reduces viability of A549 cells in Nrf2 counter-screen | A549 ARE-Fluc cells, CellTiter-Fluor viability, 18-24 h | Potency, µM (series often up to 46 µM), without a hit: at the highest dose activity change, negative = cytotoxicity, most hits filed as inhibitors | 390,000 compounds, 0.16% hits; also: potency is read from the fitted curve at half-maximal effect; % is scaled to controls: 0 for no effect and ±100 for the full control effect
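A549 ARE-Fluc cells in 5% FBS OPTI-MEM, 5000 cells/well, rested 2 h then exposed to compounds in concentration-response for 18-24 h at 37 °C. Viability by CellTiter-Fluor fluorescence (Ex 405/Em 525) after 30 min; luciferase luminescence (BugLite, 15 min, RT) read afterwards.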
* hit, by the source's call; i = inactive; ? = inconclusive; nt = not tested or not shown; & = joins results of further samples; [ ] = dose if it differs, or a comment. Unless noted, calls follow the shape of the dose curve; as a rule, active = well fitted curve in the direction sought with a large enough effect; inconclusive = small, poorly fitted or top-dose-only effect, or another doubt; inactive = no such curve, though single readings can be large; an effect the other way counts as inactive or inconclusive.

smiles | CCT modulator | HepG2 viability | Nrf2 block | Mm-Cpn inhibitor | TGFb SMAD3 inh | pAkt inh | A549 viability | Abeta rescue | Nrf2 ARE act
COc1ccc(N2CCN(C(c3cccs3)C(C)NC(=O)C(=O)N3CCCC3)CC2)cc1 (stereo not given) | -1.2 | 1% | 4% | -3% | 0% | i | 3% | 5% | -0.4%
CN(C)C(=O)COc1ccc2ccc(=O)oc2c1 | -0.2 | -9% | 9% | -2% | -14% | i | -1% | -1% | 2.7%
CN(Cc1ccon1)C(=O)C1CCC(=O)N(CCc2ccc(Cl)cc2)C1 (stereo not given) | 0.5 | 3% | 3% | 1% | 7% | i | 0% | 2% | -0.2%
Cc1ccc(S(=O)(=O)c2nc(S(=O)(=O)c3ccccc3)sc2N2CCN(C)CC2)cc1 | -3.1 | 13% | ? | 1% | -10% | i | -22% | 9% | ?
CCOC(=O)CC(NC(=O)c1cc2cc(Cl)cc(Cl)c2oc1=O)c1cccc([N+](=O)[O-])c1 (stereo not given) | 0.1 | 5% | -11% | -2% | -41% | i | -4% | -2% | 0.2%
Nc1nc(=S)c2ncn(C3CCCCC3)c2[nH]1 | -1.7 | -14% | 1% | nt | 0% | i | 1% | -11% | 0.4%
C=CCN=C1NN=C(c2cc(C)n(CC=C)c2C)CS1 | -1.2 | -14% | ? | 2% | -19% | i | 0% | -11% | -1.0%
O=C(Nc1ccc(OC(F)(F)F)cc1)C(Cc1ccccc1)NS(=O)(=O)c1cccc2nsnc12 (stereo not given) | nt | -34% | -20% | nt | -32% | nt | -2% | 16% | 4.3%
CCN(CC)CCNC(=O)c1sc2nc(C)cc(C)c2c1-n1cccc1 | nt | -15% | -3% | nt | -4% | nt | 15% | -12% | 0.5%
CC(=O)Nc1ccccc1OCC(O)CS(=O)(=O)c1ccc(C(F)(F)F)cn1 (stereo not given) | 0.4 | 0% | -6% | 1% | 4% | i | 20% | -2% | 1.8%
Cc1cccc(CC(Cc2nc3ccccc3[nH]2)c2nc3ccccc3[nH]2)c1 (stereo not given) | -4.6 | -20% | 26µM* | 2% | ? | nt | ? | 28% | 12%
Cc1ccccc1-n1nc2c(c1NC(=O)c1cc3ccccc3o1)CS(=O)(=O)C2 | -1.2 | 7% | -20% | 0% | 1% | i | 1% | 6% | -0.7%
O=C(CCC(=O)Nc1ccccc1)NNC(=O)COc1ccccc1 | -1.5 | 3% | -6% | 1% | 2% | i | 0% | 3% | -0.6%
CCCc1[nH][nH]c(=O)c1C(c1ccc(Br)cc1)C(C#N)C#N (stereo not given) | -1.9 | -25% | -5% | -1% | ? | i | 0% | ? | 2.6%
CCC(=O)N1CCN(C(=O)c2ccccc2)CC1 | -3.1 | 1% | ? | -2% | 2% | i | 0% | -12% | 0.6%

Profiles, looked up by structure. Values in the order: CCT modulator | HepG2 viability | Nrf2 block | Mm-Cpn inhibitor | TGFb SMAD3 inh | pAkt inh | A549 viability | Abeta rescue | Nrf2 ARE act
COc1ccc(N2CCN(C(c3cccs3)C(C)NC(=O)C(=O)N3CCCC3)CC2)cc1 (stereo not given) across the screens: -1.2 | 1% | 4% | -3% | 0% | i | 3% | 5% | -0.4%
Nc1nc(=S)c2ncn(C3CCCCC3)c2[nH]1 across the screens: -1.7 | -14% | 1% | nt | 0% | i | 1% | -11% | 0.4%
O=C(CCC(=O)Nc1ccccc1)NNC(=O)COc1ccccc1 across the screens: -1.5 | 3% | -6% | 1% | 2% | i | 0% | 3% | -0.6%
CCC(=O)N1CCN(C(=O)c2ccccc2)CC1 across the screens: -3.1 | 1% | ? | -2% | 2% | i | 0% | -12% | 0.6%

The listing continues.
smiles | CCT modulator | HepG2 viability | Nrf2 block | Mm-Cpn inhibitor | TGFb SMAD3 inh | pAkt inh | A549 viability | Abeta rescue | Nrf2 ARE act
CCOC(=O)CN1C(=O)C(C)(C)Oc2ccc(C(=O)Nc3ccccc3OC)cc21 | -1.0 | 1% | 3% | 2% | -24% | i | -6% | ? | -0.9%
Cn1c(=O)c2ncn(CC(=O)Nc3cc(C(F)(F)F)ccc3N3CCOCC3)c2n(C)c1=O | -1.2 | -42% | 1% | 2% | ? | i | 7% | 3% | -0.2%
COc1cccc(C2=CC(c3ccc(N(C)C)cc3)n3nnnc3N2)c1 (stereo not given) | -2.5 | -30% | 6% | -2% | 4% | i | 5% | 10% | 5.6%
COc1ccc(-n2c(=O)c3c4c(sc3n3c(=S)[nH]nc23)CCC4)cc1 | 1.7 | -22% | -11% | 3% | -14% | i | 0% | -1% | -0.1%
COc1ccc(C(=O)OCC2CC(c3ccccc3)N(C)O2)cc1 (stereo not given) | -3.6 | 3% | 5% | -3% | -5% | i | -5% | -24% | -0.2%
COc1ccccc1Nc1nn2c(=O)c3ccc(C(=O)N4CCCCC4)cc3nc2s1 | -0.7 | 0%&-13% | -9%&-1% | 0% | -7%&27% | i | 1%&6% | 0%&-17% | 0.5%&0.0%
CCc1ccccc1NC(=O)Cn1nnc(C(=O)Nc2ccc(C)c(F)c2)c1N | nt | -7% | ? | nt | ? | nt | 4% | -4% | 0.2%
Nc1ncc(S(=O)(=O)NCc2cccc(Cl)c2)cn1 | nt | -6% | nt | nt | 0% | nt | -4% | -26% | 0.4%
CC(=O)c1ccccc1NC(=O)COC(=O)/C(=C/c1ccccc1)n1nnnc1C | -2.3 | -43% | -9% | -1% | 0% | i | -1% | 4% | ?
Cc1cc2ncn(N)c2cc1C | -5.2 | -1% | -14% | 0% | 0% | i | -3% | 14% | 0.5%
Cc1occc1C(=O)Nc1cccc2ccccc12 | 0.3 | -38% | ? | 2% | -4% | i | 0% | -84%[inhibitor] | 5.5%
CCN1C(=O)[C@H]2[C@H]3CN=C(SCc4ccc(Cl)cc4)N3[C@@](Cc3ccccc3)(C(=O)OC)[C@H]2C1=O | 0.3 | -26% | 2% | 2% | ? | i | -6% | 0% | 0.1%
COc1ccc(CCCNC(=O)C2Cc3c(-c4ccccc4)ccnc3O2)cc1 (stereo not given) | -0.2 | -32% | nt | nt | ? | i | nt | -12% | -2.4%
COc1ccc(C(C)=O)cc1CSc1nnc(-c2ccncc2)n1C | -2.4 | 2% | 5% | -2% | -1% | i | 11% | -2% | 0.0%
CCOC(=O)CSc1nc2ccc(NC(C)=O)cc2s1 | 0.6 | -2% | 3% | -1% | 0% | i | 1% | -8% | 9.7%
CS(=O)(=O)N1CCN(c2nc(-c3ccccc3)cs2)CC1 | -3.4 | 3% | 25% | -2% | 9% | nt | -1% | 30% | 6.9%
O=C(CSC(=S)N1CCCCC1)Nc1ncc2c(n1)CCCC2=O | -0.8 | -38% | -17% | 1% | -12% | i | -10% | 2% | 1.8%
CCC(=O)N1N=C(c2ccc(Cl)cc2)CC1c1ccco1 (stereo not given) | -3.9 | -38% | -1% | 1% | -22% | i | 0% | -14% | 2.8%
Cn1c(=O)c2c(SCC(=O)NCc3ccco3)nc(-c3ccccc3F)nc2n(C)c1=O | nt | 4% | nt | nt | 26% | nt | 2% | -7% | 20%
CS(=O)(=O)N(CC(=O)N1CCC(C(N)=O)CC1)C1CCCCC1 | 0.2 | -12% | -18% | 0% | -2% | i | 0% | 14% | -0.4%
CC(C)(C)S(=O)(=O)c1ccccc1-c1noc(-c2ccccc2)c1C(N)=O | -0.6 | 2% | 3% | nt | -8% | i | 0% | ? | -0.1%
O=C(/C=C/c1ccccc1[N+](=O)[O-])OCC(=O)c1ccccc1 | -1.7 | -20% | ? | 1% | 3% | i | 0% | 0% | ?
CC(C)Sc1sc(C(=O)O)c(-c2ccc(Cl)cc2)c1C#N | -0.4 | 7% | -3% | -2% | -14% | i | -5% | -15% | -0.2%
CCOC(=O)c1ccc(NC(=O)CSc2cn(CC(=O)N3CCCC3)c3ccccc23)cc1 | nt | -16% | 7% | nt | ? | nt | 2% | -21% | 7.1%
Cc1cc(C)n2nc(SCC(=O)Nc3ccc(O)cc3)nc2n1 | -2.1 | 0%&-3% | -8%&1% | 2% | 6%&13% | i | 2%&3% | -18%&-11% | 0.1%&-1.3%
CC(C)(C)c1ccc(C(=O)Cn2cnnc2C#N)cc1 | 0.6 | -12% | 11% | -10% | 0% | i | -3% | -1% | 0.9%
Cc1ccccc1Cn1ccc(NC(=O)c2onc(C)c2Cl)n1 | -2.2 | -6% | 16% | -2% | 1% | i | -3% | 4% | -0.9%
O=C(Oc1cncc(Cl)c1)c1ccco1 | -1.6 | -27% | -10% | 0% | 9% | i | -2% | 15% | 0.2%
COc1cccc(NC(=O)CN(C)C(=O)c2ccc3ccccc3c2)c1 | -2.3 | -3% | ? | 1% | 24% | i | -8% | -2% | 0.1%
CCC(C)Sc1nnc(Cc2cc(=O)[nH]c(=O)[nH]2)n1-c1ccc(OC)cc1 (stereo not given) | 1.1 | 4% | 11% | -3% | 0% | i | 0% | -2% | -0.2%
O=S(=O)(Nc1ccc(N2CCOCC2)cc1)c1ccc(F)cc1 | -0.3 | 9% | -16% | -2% | 5% | i | -3% | 14% | 0.2%
O=C(COC(=O)CCc1nc2ccccc2s1)NC(=O)NCc1ccco1 | -9.3 | -17% | -5% | 1% | 1% | i | 8% | -4% | 0.2%
Cc1ccc(/C=C(\C#N)c2nc3ccccc3c(=O)[nH]2)cc1 | nt | -23% | 2% | nt | -5% | nt | 1% | 5% | 4.9%
CCc1ccc(OCC(=O)NC(NC(=S)Nc2ccc(Cl)cc2)C(Cl)(Cl)Cl)cc1 (stereo not given) | 1.7 | 8.9µM* | ? | 1% | 7.1µM* | i | ? | 0% | -0.2%

Compound activity as filed in PubChem.
